# Screening results from PubChem.
# WRN helicase inh: qHTS for Inhibitors of WRN Helicase | Bifunctional 3'-5' exonuclease/ATP-dependent helicase WRN (Homo sapiens), Q14191 | WRN helicase unwinding, fluorescent forked duplex, kinetic | Potency, µM (highest dose often 114 µM), for inactives: at the top dose activity change, negative = inhibition, hits mostly inhibitors | 0.46% of 360,000 active | AID 651768, 2012; further: potency means the concentration at half of the fitted maximal effect; on the % scale 0 is the no-effect control and ±100 the full control effect; nearly all actives have a fitted effect of over 55% in size
# Target sequence (Q14191 whole entry, looked up): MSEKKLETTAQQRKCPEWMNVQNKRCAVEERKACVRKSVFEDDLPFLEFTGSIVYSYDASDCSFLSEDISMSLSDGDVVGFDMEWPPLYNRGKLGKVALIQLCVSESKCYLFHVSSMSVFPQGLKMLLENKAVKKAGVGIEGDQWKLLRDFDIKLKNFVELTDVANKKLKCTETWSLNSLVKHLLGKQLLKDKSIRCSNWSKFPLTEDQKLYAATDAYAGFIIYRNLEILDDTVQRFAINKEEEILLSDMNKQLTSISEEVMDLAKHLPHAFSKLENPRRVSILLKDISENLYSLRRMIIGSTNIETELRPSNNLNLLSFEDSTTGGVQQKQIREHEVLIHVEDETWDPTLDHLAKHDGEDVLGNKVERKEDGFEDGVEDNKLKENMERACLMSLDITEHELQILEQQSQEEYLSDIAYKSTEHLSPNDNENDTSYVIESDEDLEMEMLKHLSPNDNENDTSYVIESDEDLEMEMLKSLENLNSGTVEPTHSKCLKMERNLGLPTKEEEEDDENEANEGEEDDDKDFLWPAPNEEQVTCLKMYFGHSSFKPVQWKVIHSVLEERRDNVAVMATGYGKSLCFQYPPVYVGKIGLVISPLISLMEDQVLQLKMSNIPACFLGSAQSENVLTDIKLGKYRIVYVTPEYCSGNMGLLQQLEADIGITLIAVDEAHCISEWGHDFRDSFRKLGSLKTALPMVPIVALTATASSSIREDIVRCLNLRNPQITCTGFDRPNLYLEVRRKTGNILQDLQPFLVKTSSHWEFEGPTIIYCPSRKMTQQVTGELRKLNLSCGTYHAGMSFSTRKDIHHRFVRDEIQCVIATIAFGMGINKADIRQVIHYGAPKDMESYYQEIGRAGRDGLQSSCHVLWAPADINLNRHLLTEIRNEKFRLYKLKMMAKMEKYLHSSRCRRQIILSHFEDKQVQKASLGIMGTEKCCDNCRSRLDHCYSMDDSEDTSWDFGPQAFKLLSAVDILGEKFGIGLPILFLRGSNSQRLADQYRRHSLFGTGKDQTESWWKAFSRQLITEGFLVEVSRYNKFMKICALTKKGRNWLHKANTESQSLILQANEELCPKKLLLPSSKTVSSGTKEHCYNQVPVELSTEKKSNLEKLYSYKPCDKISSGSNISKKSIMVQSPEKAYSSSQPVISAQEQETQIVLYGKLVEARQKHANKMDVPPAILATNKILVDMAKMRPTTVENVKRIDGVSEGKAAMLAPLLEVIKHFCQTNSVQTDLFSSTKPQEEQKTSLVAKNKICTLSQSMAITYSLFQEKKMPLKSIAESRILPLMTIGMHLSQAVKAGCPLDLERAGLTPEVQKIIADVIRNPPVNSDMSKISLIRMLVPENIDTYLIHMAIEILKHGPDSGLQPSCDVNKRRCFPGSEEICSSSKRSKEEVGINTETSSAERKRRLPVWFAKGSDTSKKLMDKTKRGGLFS
#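 Kinetic fluorescence helicase assay: unwinding of a quenched forked DNA duplex (100 nM final) with 2 mM ATP final raises red fluorescence (525/598 nm). Compounds sat 15 min at room temperature with 20 nM WRN beforehand.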
# IL-2 act: qHTS of IL-2 Activators; IL-2 activation reporter assay, cell-based qHTS; stimulated with anti-CD3/CD4/CD28 beads; in transgenic mouse T cells; activation, % (series mostly up to about 46 µM); 0.065% of 360,000 active; AID 652025, 2013; in the data active means activation above about 50%; inconclusive means mostly about 30% to 49%; further: 0% is about no effect
#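 Readout: EGFP and DsRed signals by fluorescent plate cytometry. Unstimulated transgenic mouse T cells received compound 60 min before antibody-bead stimulation, then incubated 18 h at 37 degrees C.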
# PLK1 PBD block: qHTS for Inhibitors of PLK1-PDB (polo-like kinase 1 - polo-box domain): Primary Screen. Serine/threonine-protein kinase PLK1 (Homo sapiens), P53350. Potency, µM, inactives show max response, negative = inhibition, hits mostly inhibitors. Plk1 PBD binding of FITC phosphopeptide, fluorescence polarization. 2.8% of 360,000 active; further: potency means the concentration at half of the fitted maximal effect; series mostly up to about 57 µM; on the % scale 0 is the no-effect control and ±100 the full control effect; nearly all actives have a fitted effect of over 65% in size
# EPAC1 antag: qHTS for Antagonist of cAMP-regulated guanine nucleotide exchange factor 3 (EPAC1): primary screen; 0.14% of 360,000 active; Rap guanine nucleotide exchange factor 3 (Homo sapiens), O95398; Potency, µM (highest dose often 115 µM), without a hit: top-dose activity change, negative = inhibition, usual class: inhibitors; EPAC1 GEF assay, Rap1b-BODIPY-GDP exchange fluorescence;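 further: potency means the concentration at half of the fitted maximal effect; plate controls were vehicle for no effect and positive control for full effect; nearly all actives have a fitted effect of over 50% in size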
# FUS yeast rescue: qHTS for Suppressors of FUS Proteinopathy: Primary screen using FUS-linked yeast assay | S. cerevisiae FUS-expressing, growth rescue, OD600, 24 h | Potency, µM (top dose mostly 76.6 µM), for inactives: at the top dose growth rescue (activation), hits mostly activators | 0.24% of 390,000 active | AID 1347120, 2019;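 further: potency means the concentration at half of the fitted maximal effect; plate controls were DMSO vehicle for no effect and reference control for full effect; nearly all actives have a fitted effect of over 55% in size; some results filed as inactive show a strong effect at the top dose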
#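 Galactose (2%) drives FUS expression in yeast precultured in raffinose; seeding density OD 0.005. Test compounds incubated 24hr at 30C and 99% humidity before absorbance at 600 nm was measured.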
# EPAC1 agonist: qHTS for Agonist of cAMP-regulated guanine nucleotide exchange factor 3 (EPAC1): primary screen; 0.073% of 360,000 active; Rap guanine nucleotide exchange factor 3 (Homo sapiens), O95398; EPAC1 agonist qHTS, biochemical assay; response scale: 100% = response to 6.5 mM cAMP; Potency, µM (doses to about 154 µM), for inactives: at the highest dose activation, usual class: activators; further: potency means the concentration at half of the fitted maximal effect; nearly all actives have a fitted effect of over 60% in size
#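 Multi-concentration qHTS readout: loss of Rap1B-bound BODIPY-GDP fluorescence driven by 100 nM EPAC1 with excess GDP (50 uM), monitored kinetically at room temperature; agonist response expressed relative to 6.5 mM cAMP.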
# PI5P4Ka inh: qHTS for Inhibitors of phosphatidylinositol 5-phosphate 4-kinase (PI5P4K) | Phosphatidylinositol 5-phosphate 4-kinase type-2 alpha (Homo sapiens), P48426 | PI5P4Kalpha enzyme, ADP-Glo luminescence, 60 min; hits give low values | max response, % | 1.2% of 330,000 active | AID 652105, 2013; active means max response of -50% or lower; inconclusive means between -30% and -50%; inactive means -30% or higher; further: value at the top dose of about 77 µM; on the % scale 0 is the no-effect control and ±100 the full control effect
#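 Human PI5P4Kalpha with substrate in 0.038 M HEPES pH 7.4, 0.28 mM EGTA, 0.1% CHAPS, 5% DMSO; reaction started with 5 microM ATP (final), 60 min at room temperature. ADP formed read by ADP-Glo luminescence.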
# Abeta yeast res: qHTS for compounds that reverse cellular toxicity of Amyloid beta (A-beta) peptide in yeast: Primary Screen; yeast expressing A-beta42, growth rescue, OD600, 48 h; response scale: 0% DMSO, 100% iron-clioquinol control; Potency, µM (titrated, usually from 46.1 µM), without a hit: top-dose growth rescue, hits mostly activators; 0.063% of 410,000 active; further: potency means the concentration at half of the fitted maximal effect; nearly all actives have a fitted effect of over 55% in size
#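 Growth rescue measured by 600 nm absorbance after 48 h yeast culture at 30 C with compound. Values normalized between DMSO and an equimolar ferric chloride plus clioquinol control.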
# * marks the source's active call; other numbers are inactive results; ? = inconclusive; nt = no result given; [ ] = dose if it differs, or a comment. Unless noted, the call rests on the fitted dose curve; in most records, active means well fitted curve in the direction sought with a large enough effect; inconclusive means small, poorly fitted or top-dose-only effect, or another doubt; inactive means no such curve, though single readings can be large; an effect the other way counts as inactive or inconclusive. An unsorted share of the library. Share with any hit: about 4.1%.
entry	molecule	WRN helicase inh	IL-2 act	PLK1 PBD block	EPAC1 antag	FUS yeast rescue	EPAC1 agonist	PI5P4Ka inh	Abeta yeast res
1	Nc1c2c(nc3ccc(Br)cc13)N(c1ccccc1)CC2	-3%	-0.4	-6%	2%	22%	12%	nt	-1%
2	CCS(=O)(=O)c1ccc2c(c1)N(S(C)(=O)=O)CC(C(=O)NCCOC)O2 (stereo unspecified)	-5%	2.6	-8%	0%	-6%	-1%	-3	1%
3	O=c1[nH]c(CSc2ncnc3sc(-c4ccccc4)cc23)nc2ccccc12	2%	-3.7	-6%	0%	-12%	4%	-5	-9%
4	CC(=O)c1ccc(S(=O)(=O)Nc2ccc(N3CCOCC3)cc2)cc1	-2%[11.6 µM]	0.5	?	19%	6%	9%	-19	4%
5	CC1CC(c2ccccc2)n2nc(NC(=O)c3cccs3)nc2N1 (stereo unspecified)	0%	0.7	-2%	6%	9%	-6%	2	-1%
6	CN(Cc1ccccc1)C(c1ccnc2ccccc12)c1nnnn1-c1ccc2c(c1)OCCO2 (stereo unspecified)	-3%	-0.8	-10%	-25%	?	2%	-5	-10%
7	COc1ccc(N2CCN(C(=O)COC(=O)Cc3c(F)cccc3Cl)CC2)cc1	-3%	-3.6	-7%	-1%	34%	15%	8	-27%
8	CN(Cc1ccccc1Cl)C(=O)c1cnccc1C(F)(F)F	?	-0.4	-9%	-21%	5%	-6%	-7	18%

# Following part.
entry	molecule	WRN helicase inh	IL-2 act	PLK1 PBD block	EPAC1 antag	FUS yeast rescue	EPAC1 agonist	PI5P4Ka inh	Abeta yeast res
9	CC1CN(c2ccc([N+](=O)[O-])c(NCCOc3ccc(Cl)cc3)c2)CC(C)N1 (stereo unspecified)	0%	-0.6	0%	-13%	19%	-5%	27	-24%
10	CCc1ccc(NC(=O)[C@@H](NC(=O)[C@@H]2Cc3ccccc3CN2)C(C)CC)cc1 (stereo partly specified)	2%	-1.0	-9%	-29%	-3%	-6%	-2	-14%
11	O=C(CNC(=O)c1ccc(Br)cc1)NCC(=O)OCC(=O)c1ccccc1	0%	0.6	2%	-21%	10%	0%	-2	-3%
12	Cc1ccccc1NCC(=O)c1ccc(Br)cc1	-10%	2.2	-14%	-6%	23%	11%	nt	17%
13	CCCOC(=O)c1ccc2c(c1)C(=O)N(c1ccccc1)C2=O	-2%	-1.8	-13%	-1%	3%	8%	nt	-15%
14	CC(C)Oc1cccc(C(=O)N/N=C/c2ccoc2)c1	-4%	-2.0	-2%	3%	-12%	4%	-3	-17%
15	Cc1ccc(/C=N\NC(=O)c2ccc(Cn3cc(Br)c([N+](=O)[O-])n3)o2)o1	-1%[57.1 µM]	1.3	-2%	-13%	1%	1%	?	2%
16	COc1ccc(Nc2nc(-c3cccs3)cs2)cc1	7%	1.3	-21%	16%	24%	1%	nt	10%

# Next section.
entry	molecule	WRN helicase inh	IL-2 act	PLK1 PBD block	EPAC1 antag	FUS yeast rescue	EPAC1 agonist	PI5P4Ka inh	Abeta yeast res
17	O=C(NCCc1ccccc1)c1ccc(NCC2CCCO2)c([N+](=O)[O-])c1 (stereo unspecified)	1%	-1.6	-3%	-6%	0%	3%	2	-1%
18	CN(Cc1ccccc1)C(=O)c1cnc2n(c1=O)CCS2	-3%	-1.2	-14%	5%	5%	4%	nt	-7%
19	COc1cc2nc(N(C)C)nc(N)c2cc1OC	-21%	-0.9	-3%	-14%	-29%	0%	5	2%[9.22 µM]
20	CN(C)S(=O)(=O)n1cnc([C@@H]2[C@H]3C(=O)OC[C@@H]3C[C@@]23N=CN(Cc2ccccc2)C3=O)c1	1%	-2.4	-13%	10%	-10%	-10%	5	-12%
21	COc1cc(C(=O)N2CCN(c3cccc(Cl)c3)CC2)ccc1OCC(=O)N1CCOCC1	3%	-2.6	-9%	-4%	2%	13%	-10	-7%
22	CC(C)(C)CC(C)(C)NC(=S)Nc1ccc2nc(-c3ccccn3)c(-c3ccccn3)nc2c1	-4%	-1.3	-4%	-26%	38%	22%	nt	13%
23	Cc1ccc(NC(=O)CSc2nc(N)c3c4c(sc3n2)CSC(C)(C)C4)cc1	-16%	-2.7	-1%	-10%	3%	-2%	-2	1%
24	CCC(CO)Oc1cc(NCc2ccncc2)c2ncn(C(C)C)c2c1 (stereo unspecified)	2%	-0.8	-5%	-5%	-7%	-3%	-1	4%

# Remaining list, next part:
entry	molecule	WRN helicase inh	IL-2 act	PLK1 PBD block	EPAC1 antag	FUS yeast rescue	EPAC1 agonist	PI5P4Ka inh	Abeta yeast res
25	COc1ccc(CCNC(=O)CSCc2ccc([N+](=O)[O-])cc2)cc1OC	-17%	0.4	9.5µM*	0%	nt	6%	-30	6%
26	CCOC(=O)C1(Cc2cccc(F)c2)CCN(Cc2cnn(CC)c2C)CC1	-1%	-0.4	-20%	-13%	13%	-3%	-1	12%
27	NC(=O)NNc1ncc(C(F)(F)F)cc1Cl	-3%	1.3	-1%	-24%	-6%	11%	-6	22%
28	O=S(=O)(Nc1cccc(-c2ccc3nncn3n2)c1)c1ccc(Cl)s1	-10%	0.2	-21%	-3%	-1%	1%	-17	5%
29	O=C(COC(=O)c1cnccn1)c1ccc(-c2ccccc2)cc1	7%	-2.4	-4%	14%	-2%	9%	0	-7%
30	CCC1CCCCN1C(=O)CCn1c(=O)oc2ccccc21 (stereo unspecified)	-3%	-0.2	-4%	6%	-25%	2%	-3	5%
31	COc1ccc(-c2csc(C(O)c3ccc(F)c(F)c3)n2)cc1 (stereo unspecified)	-6%	-0.6	-6%	-11%	1%	-4%	1	17%
32	COC(=O)c1ccc(Cl)c(-c2ccc(/C=N/NC(=O)Nc3ccccc3)o2)c1	0%	-0.4	-5%	6%	-15%	-10%	1	-1%

# An excerpt from above in order of the EPAC1 agonist value, low to high.
No.	compound	WRN helicase inh	IL-2 act	PLK1 PBD block	EPAC1 antag	EPAC1 agonist	PI5P4Ka inh
32	COC(=O)c1ccc(Cl)c(-c2ccc(/C=N/NC(=O)Nc3ccccc3)o2)c1	0%	-0.4	-5%	6%	-10%	1
30	CCC1CCCCN1C(=O)CCn1c(=O)oc2ccccc21 (stereo unspecified)	-3%	-0.2	-4%	6%	2%	-3
27	NC(=O)NNc1ncc(C(F)(F)F)cc1Cl	-3%	1.3	-1%	-24%	11%	-6

# Arranged by heavy-atom count (high to low): part of the list above.
entry	molecule	WRN helicase inh	IL-2 act	PLK1 PBD block	EPAC1 antag	FUS yeast rescue	EPAC1 agonist	PI5P4Ka inh	Abeta yeast res
25	COc1ccc(CCNC(=O)CSCc2ccc([N+](=O)[O-])cc2)cc1OC	-17%	0.4	9.5µM*	0%	nt	6%	-30	6%
8	CN(Cc1ccccc1Cl)C(=O)c1cnccc1C(F)(F)F	?	-0.4	-9%	-21%	5%	-6%	-7	18%
19	COc1cc2nc(N(C)C)nc(N)c2cc1OC	-21%	-0.9	-3%	-14%	-29%	0%	5	2%[9.22 µM]

# Next compounds
entry	molecule	WRN helicase inh	IL-2 act	PLK1 PBD block	EPAC1 antag	FUS yeast rescue	EPAC1 agonist	PI5P4Ka inh	Abeta yeast res
33	CCOC(=O)CC1C(=O)NCCN1C(=O)COc1ccc(Br)cc1C (stereo unspecified)	-10%	0.2	-4%	-2%	nt	-1%	-7	7%
34	N/C(=N\c1nc(CSc2ccc(Cl)cc2)cc(=O)[nH]1)Nc1ccccc1C(F)(F)F	12%	0.7	-16%	-22%	-28%	-1%	4	-2%
35	CCOC(=O)N1CCN(C(=O)c2cnn(-c3ccccc3)c2NC(=O)c2ccccc2F)CC1	1%[57.1 µM]	-2.4	-1%	7%	-4%	-2%	nt	8%
36	Cc1cccc(NC(=O)c2sc3nc4c(c(-c5ccco5)c3c2N)CCC4)c1	-7%	0.9	?	?	22%	0%	6	9%
37	O=C1c2cccc3c([N+](=O)[O-])ccc(c23)C(=O)N1c1ccccn1	-19%	0.4	?	-2%	6%	-11%	-11	-94%[inhibitor]
38	COc1ccc(S(N)(=O)=O)cc1C(=O)OCC(=O)N1CCCC(C)C1 (stereo unspecified)	7%	-0.7	-10%	4%	-23%	14%	6	-17%
39	COc1ccc(C2NCCc3cc(OC)c(OC)cc32)cc1OC (stereo unspecified)	-2%	12	-8%	1%	2%	-1%	-4	22%
40	CC(=O)N1CCc2cc(S(=O)(=O)N3c4ccccc4CC3C)ccc21 (stereo unspecified)	-2%	-1.5	-5%	-1%	-14%	9%	nt	12%

# (listing goes on)
entry	molecule	WRN helicase inh	IL-2 act	PLK1 PBD block	EPAC1 antag	FUS yeast rescue	EPAC1 agonist	PI5P4Ka inh	Abeta yeast res
41	COc1ccc(S(=O)(=O)N(CC(=O)NCCCN(C)C)c2ccc(C)cc2)cc1OC	5%	-0.3	-7%	-15%	4%	0%	3	8%
42	Cc1ccc(NC(=O)CCNS(=O)(=O)c2ccc(Br)cc2)cc1S(=O)(=O)N1CCOCC1	-5%	0.4	-1%	5%	22%	-9%	-6	2%
43	O=c1ccc(-c2ccccc2)no1	-8%	-0.3	-5%	-14%	-9%	10%	5	-7%
44	CC1C(=O)N2CCCc3cc(NC(=O)c4ccccc4C(F)(F)F)cc1c32 (stereo unspecified)	-4%	-2.7	-7%	-3%	0%	-1%	7	-2%
45	O=C(COc1ccccc1F)Nc1ccc2[nH]c(=O)[nH]c2c1	-3%	-0.1	-1%	-10%	-1%	-19%	?	-3%
46	CC(=O)Nc1ccc(S(=O)(=O)N(C#N)c2nc(C)cc(C)n2)cc1	-2%	2.5	1%	2%	2%	6%	-2	7%
47	COc1ccc(N2C(=O)CC(Sc3nccc(C)n3)C2=O)cc1 (stereo unspecified)	7%[57.1 µM]	-2.1	-6%	-1%	-4%	-1%	-6	-10%
48	COc1ccc(/C(O)=C2/C(=O)C(=O)N(CCCN(C)C)C2c2ccccc2)cc1OC (stereo unspecified)	2%	-3.0	-4%	13%	4%	-2%	nt	4%
49	Cc1cc(C)cc(Nc2ccc(C(=O)O)cc2[N+](=O)[O-])c1	-6%	2.4	-8%	?	9%	-11%	-18	8%
